# Source: PubChem BioAssay (National Center for Advancing Translational Sciences (NCATS))
# D1 antagonist = Antagonist of Human D 1 Dopamine Receptor: qHTS; HEK293 TREx D1 cells, calcium flux, dopamine EC80; hits give low values; actives 3.2% (n = 360,000); AID 504652, 2011; activity change, negative = inhibition, % at 10 µM; D(1A) dopamine receptor (Homo sapiens), P21728; in the data active means activity change below about -30%; further: on the % scale 0 is the no-effect control and ±100 the full control effect
#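 Calcium flux readout: force-coupled, inducible Hek293 Trex D1 line, cells induced overnight at 30 C with tetracycline, dye-loaded 30–90 min at RT. Antagonism scored against EC80 dopamine challenge given 180 s after compound.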
# D2 PAM = HTS Assay for Positive Allosteric Modulators of the Human D2 Dopamine Receptor: Primary Screen for Potentiators | D(2) dopamine receptor (Homo sapiens), P14416 | HEK293 T-REx D2, calcium flux, EC20 dopamine potentiation | potentiation, % at 10 µM | actives 0.34% (n = 340,000);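 active means potentiation over 3 SD above the plate norm, cut at about 30% in these data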; further: 0% is about no effect
# Target sequence (P14416 whole entry, looked up): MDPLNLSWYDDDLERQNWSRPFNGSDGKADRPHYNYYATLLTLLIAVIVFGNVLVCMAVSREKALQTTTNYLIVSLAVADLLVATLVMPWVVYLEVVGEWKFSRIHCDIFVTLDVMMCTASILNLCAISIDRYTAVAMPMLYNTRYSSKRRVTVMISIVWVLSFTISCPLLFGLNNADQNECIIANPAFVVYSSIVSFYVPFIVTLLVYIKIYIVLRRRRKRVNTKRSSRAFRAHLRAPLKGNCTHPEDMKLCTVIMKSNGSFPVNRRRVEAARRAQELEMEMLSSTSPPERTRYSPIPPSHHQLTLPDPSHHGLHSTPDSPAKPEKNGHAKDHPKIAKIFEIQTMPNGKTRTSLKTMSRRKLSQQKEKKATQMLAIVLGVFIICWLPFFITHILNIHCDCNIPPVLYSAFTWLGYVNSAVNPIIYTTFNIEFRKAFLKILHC
#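 Primary screen. Calcium kinetics in induced HEK293 T-REx D2 cells: compound pre-addition 180 s, EC20 dopamine, 180 s more.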
# RXFP1 antagonist = qHTS Assay for Antagonists of the Relaxin Receptor RXFP1; activity change, negative = inhibition, % at 57.5 µM; Relaxin receptor 1 (Homo sapiens), Q9HBX9; HEK293-RXFP1, relaxin-stimulated cAMP HTRF, 30 min; hits give low values; actives 0.59% (n = 350,000);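 active means activity change of -60% or lower, but not beyond a set lower limit; inconclusive means change between -60% and -40%, or beyond the set limit; inactive means change above -40%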; further: on the % scale 0 is the no-effect control and ±100 the full control effect
# D2 ag = HTS Assay for Allosteric Agonists of the Human D2 Dopamine Receptor: Primary Screen for Agonists; actives 0.53% (n = 340,000); activation, % at 2 µM; HEK293 T-REx D2 cells, calcium flux agonist mode;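 active means activation over 3 SD above normal in the single-dose calcium agonist read, cut at about 30% in these data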; further: 0% is about no effect
#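 Agonism scored from kinetic calcium signal (1 read/sec, 180 s) following compound pin transfer, after a 10 s baseline. Cells: HEK293 Trex line expressing inducible D2 receptor coupled to calcium, dye-loaded after overnight culture at 30 C.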
# TRHR enhancer = qHTS for Small Molecule Agonists and Allosteric Enhancers of Human TRH Receptor: Primary Screen for Enhancers. Thyrotropin-releasing hormone receptor (Homo sapiens), P34981. actives 0.66% (n = 360,000). TRHR cells, fluo-8 calcium fluorescence, EC20 TRH enhancement. enhancement, % at 2 µM; in the data active means enhancement above about 30%; further: 0% is about no effect
# Target sequence (P34981 whole entry, looked up): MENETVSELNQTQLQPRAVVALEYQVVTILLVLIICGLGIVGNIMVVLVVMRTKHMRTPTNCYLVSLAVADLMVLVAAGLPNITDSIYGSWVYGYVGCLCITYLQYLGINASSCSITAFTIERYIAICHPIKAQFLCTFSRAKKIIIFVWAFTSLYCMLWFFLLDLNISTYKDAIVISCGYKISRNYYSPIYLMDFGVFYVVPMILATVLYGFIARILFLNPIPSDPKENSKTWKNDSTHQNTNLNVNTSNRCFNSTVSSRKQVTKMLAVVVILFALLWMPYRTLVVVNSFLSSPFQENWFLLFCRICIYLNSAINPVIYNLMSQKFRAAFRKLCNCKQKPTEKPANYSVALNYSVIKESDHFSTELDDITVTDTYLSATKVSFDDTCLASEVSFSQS
#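 Enhancer read-out: after compound pinning and an initial kinetic agonist-mode read, an EC20 of TRH (10 nM final) was injected and fluo-8 calcium signal (Ex 480/Em 530) followed at 1 s/cycle for 100 cycles in TRHR-expressing cells.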
# RXFP1 agonist = qHTS Assay for Agonists of the Relaxin Receptor RXFP1; AID 2676, 2010; actives 0.3% (n = 370,000); Potency, µM (series often up to 57.5 µM), without a hit: at the highest dose activation, most hits filed as activators; HEK293T-RXFP1 cAMP TR-FRET, 30 min; response scale: percent of porcine relaxin response, buffer zero; active means well fitted activation curve with a large enough effect; inconclusive means small, poorly fitted or top-dose-only effect; further: potency means the concentration at half of the fitted maximal effect; on the % scale 0 is the no-effect control and ±100 the full control effect; nearly all actives have a fitted effect of over 60% in size; many of its hits are not listed in these tables
#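 HEK293T cells stably expressing RXFP1 were pretreated with the PDE4 inhibitor Ro 20174, exposed to compounds for 30 min at 37C, lysed, and cAMP was read by TR-FRET. Data normalized to buffer (basal) and 29 nM porcine relaxin (100%).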
# D2 antag = HTS Assay for Allosteric Antagonists of the Human D2 Dopamine Receptor: Primary Screen for Antagonists | HEK293 TREx D2 cells, calcium flux, dopamine EC80 | D(2) dopamine receptor (Homo sapiens), P14416 | AID 485344, 2010 | inhibition, % at 10 µM | actives 2% (n = 340,000); in the data active means inhibition above about 30%; further: 0% is about no effect
#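 Cells plated overnight at 30 C with tetracycline; no-wash calcium dye, 30–90 min RT; 10 s baseline; compound pinned; 180 s read; EC80 dopamine added; another 180 s read.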
# D1 agonist = Allosteric Agonists of the Human D1 Dopamine Receptor: qHTS | D(1A) dopamine receptor (Homo sapiens), P21728 | HEK293 T-REx D1 cells, calcium flux, agonist mode | activation, % at 2 µM | actives 1% (n = 360,000); in the data active means activation above about 30%; further: 0% is about no effect
#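 Tetracycline-induced HEK293 TREx D1 cells, force-coupled to calcium signalling, were dye-loaded with a no-wash calcium kit. Compound was pin-added after a 10 s baseline. Fluorescence was read kinetically at 1 cycle/s for 180 s, with calcium rises flagged as agonism.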
# D1 PAM = Potentiators of Human D1 Dopamine Receptor: qHTS | actives 0.036% (n = 360,000) | AID 504651, 2011 | HEK293 TREx D1 cells, calcium flux, dopamine EC20 potentiation | D(1A) dopamine receptor (Homo sapiens), P21728 | potentiation, % at 10 µM; in the data active means potentiation above about 30%; further: 0% is about no effect
# Starred values were filed as active, the others as inactive; ? = inconclusive; . = no result given. Only part of the results is shown, so the mix of outcomes need not match the whole.
SMILES,D1 antagonist,D2 PAM,RXFP1 antagonist,D2 ag,TRHR enhancer,RXFP1 agonist,D2 antag,D1 agonist,D1 PAM
O=C(CSC(=S)N1CCN(c2ccccc2)CC1)Nc1nc(-c2ccccc2)c(-c2ccccc2)o1,20.1,1.3,-14.1,3.6,-2.1,-0.2%,-7.6,1.4,-3.8
COc1ccccc1N1CCN(C(=O)c2ccc(CS(=O)(=O)c3ccccc3OC)o2)CC1,61.3,47.0*,-6.6,-1.9,-0.8,1.3%,0.6,2.3,13.4
Nn1c(SC/C=C/c2ccccc2)nnc1-c1ccco1,0.3,-8.8,.,0.1,2.4,1.5%,-14.1,-0.6,-4.0
O=C(COc1ccccc1F)OCc1cc(=O)n2nc(C3CCCCC3)sc2n1,11.0,-2.8,.,3.0,-3.2,-1.2%,.,0.6,-4.0
COc1ccccc1/C=C/c1nc(C#N)c(NC(C)c2ccccc2)o1 (stereo not drawn),4.6,6.0,-26.8,0.4,2.2,17.5%,.,0.3,5.7
CCc1ccc2c(CC(=O)Nc3nnc(C4CC4)s3)coc2c1,3.1,26.4,-2.6,0.2,10.1,-0.1%,-3.8,2.9,2.2
O=C(N/N=C\c1cc2c(cc1Cl)OCO2)c1ccc(Br)s1,9.0,-10.9,5.0,1.1,-0.2,2.5%,13.2,1.3,-5.8
Cc1cc(OCC(=O)OCC(=O)N2CCc3ccccc3C2)ccc1Cl,-43.0*,36.3*,-11.5,0.5,-1.3,0.8%,23.6,13.0,-8.1
CCOc1ccc(NC(=O)CN2CCN(c3ccc(Cl)cc3)CC2)cc1,6.3,1.7,-17.4,2.1,-1.0,0.1%,.,-0.6,-0.7
CCOc1cc(/C=N/NC(N)=S)cc(Br)c1OCc1ccccc1C,-3.7,14.7,-15.9,-0.5,2.2,-0.6%,-11.4,1.4,8.3
Cc1ccc(C(C(=O)NC2CCCC2)N(C(=O)Cc2cccs2)c2cccc(C)c2C)o1 (stereo not drawn),-0.7,0.5,-12.1,0.8,-2.3,1.2%,-2.4,16.9,-6.6
Cc1cccnc1Nc1nc(-c2ccc(O)cc2O)cs1,-1.9,-4.5,-4.2,0.7,-6.0,1.2%,12.4,0.0,-6.2
NC(=O)c1sc2nc(N3CCOCC3)c3c(c2c1N)CCCC3,-7.4,1.6,25.3,0.5,3.3,19.4%,-0.7,0.4,5.9
COc1ccccc1/C=C1\SC(=O)N(CCC(=O)N2CCCCC2CCO)C1=O (stereo not drawn),7.5,1.8,-9.9,0.1,1.8,0.1%,2.5,1.4,8.5
COc1ccc(Cl)cc1NC(=O)CN(C)C(=O)CNC(=O)C12CC3CC(CC(C3)C1)C2,24.1,3.0,-3.4,-0.6,-4.2,0.2%,22.3,-2.4,3.2
CCS(=O)(=O)c1ncc(N(Cc2ccco2)Cc2ccccc2F)c(C(=O)Nc2cccc(Cl)c2)n1,5.7,3.1,0.2,3.6,3.8,-0.3%,.,1.8,0.2
Cn1c(=O)c2cc(S(=O)(=O)NCCC(=O)NCCC3=CCCCC3)ccc2n(C)c1=O,-2.0,-9.4,-0.7,0.0,-9.0,4.1%,5.9,0.6,-2.0
Cc1ccc(OCC(O)CN2CCc3ccccc3C2)c(C)c1 (stereo not drawn),-6.1,-22.0,11.4,0.7,8.7,2.4%,-31.5,2.6,-3.8
O=C(c1cccs1)c1no[n+]([O-])c1C(=O)c1cccs1,14.3,9.2,?,-1.7,-5.8,-3.4%,-9.7,5.3,1.6
Cc1ccc(NC(=O)C(=O)NCC(c2cccnc2)N2CCN(Cc3ccccc3)CC2)cc1F (stereo not drawn),-9.7,2.6,-14.7,0.6,-1.0,0.2%,.,1.8,-1.3
CN1CCN(NC(=O)C2CC2)CC1,17.4,15.0,.,1.9,2.2,0.3%,3.7,0.9,0.7
COc1ccc(C(=O)NCCc2cn3ccc(C)cc3n2)cc1,10.4,-2.5,12.1,0.1,-3.1,1.2%,-10.6,-2.7,-1.9
Cc1cc(C)nc(SCc2nnc(SCC(=O)Nc3ncc(C)s3)n2Cc2ccco2)n1,-26.5,10.6,-7.9,-0.2,-0.9,-0.6%,-11.5,2.3,-3.0
COc1ccc(C(=O)/C=C/C(=O)N(CC(=O)NCCC(C)C)Cc2cccs2)c(O)c1,-10.4,-9.4,.,2.6,-1.5,1.2%,1.6,2.8,-6.1
COc1ccc(NC(=O)c2cc(S(=O)(=O)N3CCCCC3)cn2C)cc1Cl,13.5,0.8,.,.,5.4,1.3%,.,0.2,-2.9

# Additional entries follow:
SMILES,D1 antagonist,D2 PAM,RXFP1 antagonist,D2 ag,TRHR enhancer,RXFP1 agonist,D2 antag,D1 agonist,D1 PAM
COc1cccc(N(C(=O)c2nc3nccc(C)n3n2)c2nc3ccccc3s2)c1,-2.4,-3.2,-0.6,0.9,11.3,1.4%,-8.6,2.8,3.1
Cc1cc(N2CCOCC2)nc2ccccc12,-8.9,.,6.1,.,4.9,-0.5%,.,1.2,-4.2
NC1=NC(=O)C2(COC(c3ccccc3Cl)OC2)S1 (stereo not drawn),-10.5,4.5,5.3,-1.2,-2.9,0.0%,11.1,-2.5,-4.8
Cc1oc2cc([N+](=O)[O-])c(O)c([N+](=O)[O-])c2c1C(=O)c1ccc(Cl)cc1,-18.2,1.6,-3.8,0.3,2.4,0.9%,-4.6,2.6,-1.2
NS(=O)(=O)c1ccc(NC(=O)CSc2n[nH]c(=O)n2C2CC2)cc1,-15.3,-9.2,-2.1,-0.4,-0.3,2.1%,-4.0,1.8,-1.5
COc1ccccc1CCNC(=O)C(=O)NCC(c1cccs1)S(=O)(=O)c1ccc(F)cc1 (stereo not drawn),.,-3.1,.,0.6,2.7,2.5%,.,2.5,-2.0
CC(c1ccco1)N(C(=O)c1ccccc1NS(=O)(=O)c1ccc(Cl)cc1)c1ccccn1 (stereo not drawn),2.9,-6.1,10.1,0.8,-6.6,1.8%,-2.1,-0.7,-1.1
Cc1cc(=O)[nH]c2n[nH]c(-c3ccccc3)c12,-8.1,-2.6,5.4,-0.6,-1.0,0.7%,0.1,1.0,-0.8
O=C(NNC(=O)C1CCN(c2ncccn2)CC1)c1ccncc1,11.3,0.9,4.7,-2.6,7.9,-0.1%,-1.9,3.0,-2.6
COc1cc(C(=O)OCC(=O)Nc2cc(C)on2)cc(OC)c1OC,3.4,4.5,-4.4,-0.2,11.0,9.8%,-13.2,-0.7,-5.0
COc1ccc(-c2nc(CSc3nnc(C)n4c3cc3sccc34)c(C)o2)cc1,-11.8,-3.9,17.3,-1.4,7.4,?,.,-1.3,-3.8
Cc1ccc(NC(=O)C2C3CC4OC(=O)C2C4C3)cc1Cl (stereo not drawn),-2.5,-8.0,-5.9,.,5.0,-2.1%,.,0.0,-2.1
Cc1ccc(CN2CC(C(=O)Nc3ccc(S(=O)(=O)Nc4cc(C)nc(C)n4)cc3)CC2=O)cc1 (stereo not drawn),-3.0,-8.3,6.4,0.1,-2.3,-0.5%,7.2,3.2,-2.1
CCCC(O)(c1ccc(OC)cc1)C(CN1CCOCC1)c1ccc(Cl)cc1 (stereo not drawn),15.7,1.8,-20.3,0.8,2.2,0.4%,9.9,6.6,6.8
CCn1ccnc1CN1CCCC(CO)(Cc2cccc(OC)c2)C1 (stereo not drawn),3.1,-3.9,-3.4,-1.3,16.0,0.4%,10.9,22.0,8.4
CC(=O)Nc1ccc(NC(=O)c2oc3ccc4c(c3c2C)C(=O)CC(C)(C)O4)cc1,2.0,-11.8,.,0.5,3.3,1.6%,.,0.7,-4.8
C/C(=N\NS(C)(=O)=O)c1ccccc1,-8.1,0.1,2.0,-0.1,-3.1,-2.0%,-2.7,1.7,1.3
COc1ccc(C(=O)O/N=C(\N)c2ccccn2)c(OC)c1,-17.5,3.9,-3.6,0.5,8.0,2.2%,-2.1,1.4,-9.3
Cc1cc(S(=O)(=O)N2CCN(c3ccccn3)CC2)c(C)cc1Cl,3.0,-1.8,-5.7,0.1,7.9,1.6%,-16.9,9.4,0.6
CCC(Oc1ccccc1)C(=O)N1CCN(S(=O)(=O)c2ccccc2)CC1 (stereo not drawn),-26.1,3.0,-5.3,0.5,-1.5,-0.3%,-3.4,1.5,4.3
O=C(Nc1cccc2nsnc12)C1CC(=O)N(c2ccccc2)C1 (stereo not drawn),-13.1,17.5,0.5,-1.3,0.9,2.9%,-3.0,1.1,6.6
CCc1cccc(CC)c1NC(=S)Nc1ccc2cn[nH]c2c1,-3.5,3.9,-12.1,-0.6,-1.7,-0.2%,0.7,2.9,-0.5
CCCN(CCC)CCCNC(=O)c1cc2c(=O)[nH]c3ccccc3c2s1,7.1,-12.8,0.6,3.0,-1.1,2.6%,-3.5,6.6,-4.5
CCC(=O)NC(=S)NNC(=O)c1ccc(O)cc1,-12.9,28.5,-0.9,0.0,7.7,-0.2%,-14.1,8.7,-2.1
CCC(=O)N1CCc2cc(Br)cc(S(=O)(=O)CCC(=O)N3CCN(c4ccc(F)cc4)CC3)c21,-13.8,-1.4,-10.5,.,3.6,-0.5%,.,4.0,0.9

# Retrieved by structure from the entries so far, 5 records:
SMILES,D1 antagonist,D2 PAM,RXFP1 antagonist,D2 ag,TRHR enhancer,RXFP1 agonist,D2 antag,D1 agonist,D1 PAM
CCc1cccc(CC)c1NC(=S)Nc1ccc2cn[nH]c2c1,-3.5,3.9,-12.1,-0.6,-1.7,-0.2%,0.7,2.9,-0.5
COc1cccc(N(C(=O)c2nc3nccc(C)n3n2)c2nc3ccccc3s2)c1,-2.4,-3.2,-0.6,0.9,11.3,1.4%,-8.6,2.8,3.1
CCn1ccnc1CN1CCCC(CO)(Cc2cccc(OC)c2)C1 (stereo not drawn),3.1,-3.9,-3.4,-1.3,16.0,0.4%,10.9,22.0,8.4
Cc1oc2cc([N+](=O)[O-])c(O)c([N+](=O)[O-])c2c1C(=O)c1ccc(Cl)cc1,-18.2,1.6,-3.8,0.3,2.4,0.9%,-4.6,2.6,-1.2
NS(=O)(=O)c1ccc(NC(=O)CSc2n[nH]c(=O)n2C2CC2)cc1,-15.3,-9.2,-2.1,-0.4,-0.3,2.1%,-4.0,1.8,-1.5
